NPY-Y1 antag – antagonists of human neuropeptide Y receptor Y1 | P25929 | HEK293-CNG Y1 cells, membrane potential fluorescence; NPY at EC95, then isoproterenol | inhibition, % at 3.6 µM | 1% of 200,000 active | AID 1040;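 active = inhibition above the campaign mean inhibition of all tested compounds plus 3 SD, cut at about 20% in these data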;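 also: 0% = DMSO wells given NPY plus isoproterenol and 100% = isoproterenol alone without NPY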
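Test system: HEK293 cells co-expressing NPY Y1 receptor and cyclic-nucleotide gated channel; Also added: NPY (25 nM), isoproterenol (1 µM), Ro 20-1724 (25 µM); Compound dosing: one concentration, 3.6 µM, in 0.4% DMSO; Timing: dye 3 h, compound 60 min room temperature, stimulation 45 min; Technique: Membrane-potential fluorescent dye readout.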
BaF3 tox – reduces parental Ba/F3 cell viability, JAK2V617F counter-screen | inhibition, % at 5.6 µM | CellTiter-Glo ATP luminescence | 1.1% of 220,000 active;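 active = inhibition above a per-campaign cutoff, the mean inhibition of all tested compounds plus 3 SD, cut at about 27% in these data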;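 also: 0% = DMSO wells and 100% = JAK Inhibitor I control wells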
NPY2 pot ag – human NPY-Y2 potentiation or agonism, primary screen. P49146. cells expressing NPY-Y2, potentiator/agonist read-out. activation, % at 3.6 µM. 0.45% of 220,000 active; in the data active = activation above about 27%;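 also: cells stimulated with NPY near EC25 plus isoproterenol at EC100; 0% = vehicle plus submaximal agonist and 100% = vehicle plus saturating agonist; some results beyond the cut were filed as inactive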
Target sequence (P49146 whole entry, looked up): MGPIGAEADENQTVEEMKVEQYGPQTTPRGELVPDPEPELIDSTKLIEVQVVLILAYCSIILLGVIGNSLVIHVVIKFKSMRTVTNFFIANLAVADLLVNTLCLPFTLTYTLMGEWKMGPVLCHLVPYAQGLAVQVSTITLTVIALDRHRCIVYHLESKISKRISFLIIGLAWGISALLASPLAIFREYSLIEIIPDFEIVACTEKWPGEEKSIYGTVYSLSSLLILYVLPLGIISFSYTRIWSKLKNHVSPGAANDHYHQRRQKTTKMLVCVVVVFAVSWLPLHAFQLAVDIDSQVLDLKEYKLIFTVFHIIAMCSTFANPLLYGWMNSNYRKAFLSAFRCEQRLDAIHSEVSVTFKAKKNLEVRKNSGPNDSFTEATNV
S1P4 antag – antagonists of human S1P4 receptor; S1P4-expressing cells, antagonist mode, reporter read-out; O95977; inhibition, % at 4.98 µM; 0.26% of 220,000 active; in the data active = inhibition above about 29%;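 also: 0% = wells stimulated with agonist and 100% = vehicle wells without agonist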
Target sequence (O95977 whole entry, looked up): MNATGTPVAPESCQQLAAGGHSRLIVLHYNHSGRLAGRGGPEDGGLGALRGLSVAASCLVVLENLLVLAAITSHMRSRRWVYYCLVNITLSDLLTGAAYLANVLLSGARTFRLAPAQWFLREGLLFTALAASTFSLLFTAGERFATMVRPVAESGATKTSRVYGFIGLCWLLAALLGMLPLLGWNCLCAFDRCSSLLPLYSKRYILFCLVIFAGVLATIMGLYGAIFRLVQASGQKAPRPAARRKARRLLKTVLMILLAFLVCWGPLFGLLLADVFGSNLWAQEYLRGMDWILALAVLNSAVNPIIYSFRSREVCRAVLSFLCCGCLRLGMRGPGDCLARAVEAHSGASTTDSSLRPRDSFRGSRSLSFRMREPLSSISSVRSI
NPY1 pot ag – potentiates or activates human NPY-Y1 receptor. activation, % at 3.6 µM. P25929. 0.37% of 220,000 active. NPY-Y1 expressing cells, potentiator/agonist activation. AID 1304; in the data active = activation above about 33%, passing the limit was not always enough;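 also: cells stimulated with NPY at EC10 then isoproterenol at EC100; 0% = low agonist plus stimulus and 100% = saturating agonist plus stimulus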
p47phox inh – blocks human p47phox regulatory protein of NADPH oxidases | p47phox/p22phox peptide binding, fluorescence polarization, 2 h | P14598 | inhibition, % at 24.7 µM | 0.53% of 220,000 active | AID 1274;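 active = inhibition above about 30%, limit read from the data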;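 also: 0% = p47phox with labelled peptide and 100% = labelled peptide alone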
CHOP inh – CHOP inhibition in unfolded protein response; CHO-K1 CHOP-promoter luciferase, tunicamycin-induced, 15-18 h; inhibition, % at 10 µM; 3.8% of 220,000 active;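 active = compounds that reduced the stress-induced luciferase reporter signal by more than about 70% of percent inhibition, limit read from the data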;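 also: 0% = tunicamycin plus vehicle and 100% = wells without tunicamycin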
S1P4 ag – activates the human S1P4 receptor; O95977; S1P4-expressing cell line, agonist reporter assay; activation, % at 4.98 µM; 0.35% of 220,000 active; AID 1509; in the data active = activation above about 11%;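 also: 0% = DMSO vehicle and 100% = reference agonist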
Ba/F3 V617F tox – lowers viability of Ba/F3 cells expressing EpoR and JAK2V617F; inhibition, % at 5.6 µM; ATP luminescence; AID 1446; 1.1% of 220,000 active;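 active = inhibition above the campaign mean plus 3 SD over all tested compounds, cut at about 24% in these data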;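 also: cytokine-independent growth of Ba/F3 cells driven by EpoR plus mutant JAK2; 0% = DMSO-treated cells and 100% = JAK inhibitor I control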
Numbers without * were called inactive; x = no result given. No enrichment for hits. Share with any hit: about 7.1%.

SMILES	NPY-Y1 antag	BaF3 tox	NPY2 pot ag	S1P4 antag	NPY1 pot ag	p47phox inh	CHOP inh	S1P4 ag	Ba/F3 V617F tox
COc1ccc(-c2csc(NC(=S)NC(=O)c3cccs3)n2)cc1OC	2	3	10	-2	-12	-32	19	1.2	0
COc1cccc(OC)c1C(=O)Nc1nc2cc3c(cc2s1)OCO3	x	0	-37	-2	-13	5	2	-0.6	3
Cc1ccc(C)c(NC(=O)CCC(=O)OC(C(=O)c2ccccc2)c2ccccc2)c1 (stereo not given)	-1	0	-15	-10	2	-7	51	0.1	-2
Cc1c(C)n(CC(O)CNCCO)c2ccccc12 (stereo not given)	-2	6	8	-17	5	0	-4	-0.6	2
COc1ccc(C2N(C(=O)N3CCOCC3)CCN2S(=O)(=O)c2ccc(C)cc2)cc1 (stereo not given)	2	9	-7	1	-6	-2	50	-0.1	5
CCNC(=O)CSc1nc2ccccc2c(=O)n1-c1cc(OC)ccc1OC	3	4	1	-23	1	-7	-38	-3.6	-2
CCOc1ccc(-n2c(COc3ccc(C)cc3)nnc2SCC(N)=O)cc1	-7	2	-1	1	-29	3	5	-1.3	4
COCCn1c(SCC(=O)NCc2ccco2)nnc1-c1c[nH]c2ccccc12	5	0	16	-12	6	-4	32	3.9	-3
CN(C(=O)/C(N=Nc1cccc(C(F)(F)F)c1)=C(\O)C(F)(F)F)c1ccccc1	-5	-1	27	6	17	-8	73*	-1.8	1
Cc1ccc(NC2=NC(c3ccc(F)cc3)n3c(nc(C)cc3=O)N2)c(C)c1 (stereo not given)	x	-3	-4	-8	4	-8	-3	0.3	-2
CNC(=S)Nc1ccc2[nH]c(=O)[nH]c2c1	-4	2	6	-18	6	0	0	0.6	2
Cc1csc(NC(=O)C2CCCC2)n1	3	4	0	7	-14	-3	-21	0.9	1
CCCC(C)NC(=O)c1sc2nc3n(c(=O)c2c1C)CCC3 (stereo not given)	2	-2	11	-13	-13	-8	0	-0.3	3
O=C(c1ccc(=O)[nH]n1)N1CCN(S(=O)(=O)c2ccc3ccccc3c2)CC1	3	6	-5	-17	-8	-8	10	1.2	0
O=C(O)c1ccc(-c2nc(-c3ccc(Cl)c(Cl)c3)cs2)cc1	3	14	-10	-6	-1	-11	10	0.1	3
COc1ccccc1N1CCN(/N=C/C=C/c2ccccc2[N+](=O)[O-])CC1	x	-3	25	5	16	-7	-11	1.4	-3
COc1cccc(/C=C/C2=CC(C)(C)NC(=S)N2)c1	2	3	4	-15	2	-10	2	0.5	-1
CCCCC(CC)C(=O)Nc1ccccc1C#N (stereo not given)	1	5	9	-14	5	-11	-8	2.4	-1
COc1cccc(C(=O)N2CCOCC2)c1	-5	10	-2	-66	3	-7	-11	-1.1	3
O=C(O)CC(NC(=O)CCC1CCCCC1)c1cc([N+](=O)[O-])ccc1Cl (stereo not given)	2	0	12	6	15	-6	-6	0.0	-2
CNC(=O)c1ccsc1NC(=O)c1sc2ccccc2c1Cl	-4	9	28	-8	21	-48	-17	0.3	1
CCOC(=O)CSc1nnc(-c2cccnc2)n1C	-4	6	5	7	4	-8	-18	1.0	1
O=C(CC1SC(=NCC2CCCO2)NC1=O)Nc1cc([N+](=O)[O-])ccc1Cl (stereo not given)	1	6	6	-1	-15	-11	23	2.1	1
O=S1(=O)CC2N=C(N(Cc3ccc(F)cc3Cl)c3ccccc3F)SC2C1 (stereo not given)	-4	5	3	-16	4	-7	6	-1.0	-1
O=C(COC(=O)Cc1ccc(F)cc1)NCc1ccco1	-4	6	-4	-4	3	-9	8	0.4	-3

(more compounds)
SMILES	NPY-Y1 antag	BaF3 tox	NPY2 pot ag	S1P4 antag	NPY1 pot ag	p47phox inh	CHOP inh	S1P4 ag	Ba/F3 V617F tox
COc1ccc(OC)c(NS(=O)(=O)c2ccc(NC(C)=O)cc2)c1	5	3	6	-20	0	1	11	0.5	-3
O=C(CSc1nnc(-c2ccccn2)n1Cc1ccccc1)N1CCOCC1	1	6	-6	4	9	7	18	2.0	4
Cc1ccc(S(=O)(=O)NC(=O)NCc2ccc(F)cc2)cc1	0	6	8	-7	-6	-2	15	-1.1	2
O=C(c1ccco1)N1N=C(c2ccncc2)CC1(O)C(F)(F)F (stereo not given)	6	6	-1	10	5	-18	26	1.7	-1
Cc1ccc(Cl)cc1NC(=O)C(=O)N1CCCCC1	1	6	-9	12	-22	0	1	-2.8	0
CC1=C(C(N)=O)C(c2ccccc2)n2nc(-c3cccs3)nc2N1 (stereo not given)	1	-1	5	-2	-1	-5	2	-3.9	-4
Cc1ccc(NC(=O)CCNS(=O)(=O)c2ccc3c(c2)oc(=O)n3C)c(C)c1	-4	0	3	-9	8	-16	2	-1.2	-4
Cc1ccc(NCN2C(=O)C3CC=CCC3C2=O)cc1 (stereo not given)	-1	2	-7	1	-5	-3	-15	3.3	-3
CC(=O)NCCn1c(SCC(=O)c2ccccc2)nc2ccccc2c1=O	1	8	-16	-4	2	-7	3	2.5	3
CC1CCCCC12NC(=O)N(CC(=O)c1ccc[nH]1)C2=O (stereo not given)	4	6	-22	-5	-28	-15	58	-0.1	0
Cn1c(C(O)c2ccc3c(c2)OCO3)nc2ccccc21 (stereo not given)	-1	5	7	-6	5	-11	3	-0.6	0
O=C(N/N=C/c1ccc([N+](=O)[O-])o1)c1cn(-c2ccccc2)nc1-c1ccc(F)cc1	-4	5	4	-3	3	-49	-48	-0.9	4
Cc1cc(=O)cc(C)n1-c1ccc(Cl)cc1	-5	0	2	-9	-6	-9	-4	-0.6	4
CC(C)N1C(=O)CCC1C(=O)NCCc1ccccc1 (stereo not given)	-1	5	7	4	6	-5	27	0.3	-1
COc1cc2[nH]c3c(=O)n(CCN4CCOCC4)cnc3c2cc1OC	x	0	-10	-1	-11	-2	9	0.1	-3
O=C(Oc1ccccc1)c1ccc(-n2cnnn2)cc1	-4	9	-10	-10	-2	1	19	0.4	4
O=[N+]([O-])c1ccc(COc2ncnc3ccccc23)cc1	1	11	-7	2	2	2	15	-0.2	2
CC(C)c1ccccc1NC(=O)COc1ccc(C(=O)NCCc2ccccc2)cc1	8	1	0	0	0	-24	107*	1.0	3
O=C(COc1ccc(Br)cc1CO)Nc1ccccc1	0	1	8	-10	-14	-21	-20	-0.8	-2
NC(=O)c1ccccc1OCC(=O)NS(=O)(=O)c1ccccc1	-3	2	-9	1	-17	-19	14	1.3	-1
CCOC(=O)C1CCCN(C(=O)c2cccc(S(=O)(=O)N3CCOCC3)c2)C1 (stereo not given)	0	-1	5	-13	5	-5	4	1.4	-2
COC(=O)c1ccc(NC(=S)N2CCN(Cc3cccc(C)c3)CC2)cc1	-2	3	7	-15	15	-4	89*	0.5	-2
O=C(c1cccc2ccccc12)C1CCCN(C(=O)CCc2cnccn2)C1 (stereo not given)	2	3	1	-14	3	-1	8	1.1	-5
NC(=O)/C=C\c1cn(-c2ccccc2)nc1-c1ccc2c(c1)OCCO2	-1	5	1	-30	2	-37	35	0.5	-1
Cn1cc(NC(=O)Nc2ccc(C(F)(F)F)cc2)c(C(F)(F)F)n1	x	1	-12	0	1	-5	18	1.2	4

2 of the compounds above, as a markdown table:
| mol | NPY-Y1 antag | BaF3 tox | NPY2 pot ag | S1P4 antag | NPY1 pot ag | p47phox inh | CHOP inh | S1P4 ag | Ba/F3 V617F tox |
| --- | --- | --- | --- | --- | --- | --- | --- | --- | --- |
| CC1=C(C(N)=O)C(c2ccccc2)n2nc(-c3cccs3)nc2N1 (stereo not given) | 1 | -1 | 5 | -2 | -1 | -5 | 2 | -3.9 | -4 |
| Cc1ccc(NC(=O)CCNS(=O)(=O)c2ccc3c(c2)oc(=O)n3C)c(C)c1 | -4 | 0 | 3 | -9 | 8 | -16 | 2 | -1.2 | -4 |

In another format: entries from further up
Each structure is followed by: NPY-Y1 antag, BaF3 tox, NPY2 pot ag, S1P4 antag, NPY1 pot ag, p47phox inh, CHOP inh, S1P4 ag, Ba/F3 V617F tox
O=C(N/N=C/c1ccc([N+](=O)[O-])o1)c1cn(-c2ccccc2)nc1-c1ccc(F)cc1
→ -4, 5, 4, -3, 3, -49, -48, -0.9, 4
Cc1cc(=O)cc(C)n1-c1ccc(Cl)cc1
→ -5, 0, 2, -9, -6, -9, -4, -0.6, 4
CC(C)N1C(=O)CCC1C(=O)NCCc1ccccc1 (stereo not given)
→ -1, 5, 7, 4, 6, -5, 27, 0.3, -1
COc1cc2[nH]c3c(=O)n(CCN4CCOCC4)cnc3c2cc1OC
→ x, 0, -10, -1, -11, -2, 9, 0.1, -3
O=C(Oc1ccccc1)c1ccc(-n2cnnn2)cc1
→ -4, 9, -10, -10, -2, 1, 19, 0.4, 4
O=[N+]([O-])c1ccc(COc2ncnc3ccccc23)cc1
→ 1, 11, -7, 2, 2, 2, 15, -0.2, 2
CC(C)c1ccccc1NC(=O)COc1ccc(C(=O)NCCc2ccccc2)cc1
→ 8, 1, 0, 0, 0, -24, 107*, 1.0, 3
O=C(COc1ccc(Br)cc1CO)Nc1ccccc1
→ 0, 1, 8, -10, -14, -21, -20, -0.8, -2
NC(=O)c1ccccc1OCC(=O)NS(=O)(=O)c1ccccc1
→ -3, 2, -9, 1, -17, -19, 14, 1.3, -1
CCOC(=O)C1CCCN(C(=O)c2cccc(S(=O)(=O)N3CCOCC3)c2)C1 (stereo not given)
→ 0, -1, 5, -13, 5, -5, 4, 1.4, -2
COC(=O)c1ccc(NC(=S)N2CCN(Cc3cccc(C)c3)CC2)cc1
→ -2, 3, 7, -15, 15, -4, 89*, 0.5, -2
O=C(c1cccc2ccccc12)C1CCCN(C(=O)CCc2cnccn2)C1 (stereo not given)
→ 2, 3, 1, -14, 3, -1, 8, 1.1, -5
NC(=O)/C=C\c1cn(-c2ccccc2)nc1-c1ccc2c(c1)OCCO2
→ -1, 5, 1, -30, 2, -37, 35, 0.5, -1
Cn1cc(NC(=O)Nc2ccc(C(F)(F)F)cc2)c(C(F)(F)F)n1
→ x, 1, -12, 0, 1, -5, 18, 1.2, 4

(continued)
SMILES	NPY-Y1 antag	BaF3 tox	NPY2 pot ag	S1P4 antag	NPY1 pot ag	p47phox inh	CHOP inh	S1P4 ag	Ba/F3 V617F tox
COc1ccc(S(=O)(=O)Nc2nnc(C(C)C)s2)cc1	0	4	-9	-22	-23	-11	-23	1.0	-1
C#CCOCCOCCOCCNc1nc(N2CCOCC2)nc(N2CCN(C(=O)[C@H](CCCCN)n3cc([C@@H](N)CO)nn3)CC2)n1	3	2	-4	8	-5	-2	14	0.1	0
N#Cc1c(C(F)(F)F)cc(-c2ccco2)nc1SCc1ccncc1	17	10	-2	-3	2	-17	36	1.3	1
O=C(CSc1nnc(-c2ccncc2)n1Cc1ccco1)N1c2ccccc2Sc2ccc(Cl)cc21	2	3	8	-12	15	-102	7	1.8	-3
CC(C)c1ccc(/C=N/NC(=O)c2nnn(-c3nonc3N)c2CSC2=NCCS2)cc1	-2	7	7	-2	19	-3	74*	0.3	1
COc1c(Cl)cc(C(=O)Nc2ccc(Cl)cn2)cc1Cl	10	6	-21	-18	-24	-1	64	0.0	-2
O=C(c1cccc(C(F)(F)F)c1)C1CCCN(C(=O)CCn2cnnn2)C1 (stereo not given)	x	-2	-14	9	-6	7	0	-1.2	-2
O=C(CN1C(=O)C2C3c4ccccc4C(c4ccccc43)C2C1=O)Nc1ccccc1C(=O)O (stereo not given)	-5	2	4	-30	10	-14	27	1.5	0
Cc1ccc(/C=N/N2CCN(Cc3ccc(Cl)cc3)CC2)o1	-3	3	6	-25	1	-12	-2	3.9	1
C/C(O)=C\c1nc2ccccc2oc1=O	3	10	-33	-11	-2	-9	30	-0.6	4
O=C(NCCCn1ccnc1)C1CC2CCC1C2 (stereo not given)	1	5	-3	-1	9	-4	-17	-2.6	1
Cc1ccc(S(=O)(=O)N/N=C\c2cccnc2)cc1	2	5	-2	-10	12	-14	31	-1.1	-3
